# MPTP block: permeability transition pore inhibition. inhibition, % at 10 µM. isolated mouse mitochondria, Ca2+ swelling absorbance, 30 min. actives 1.4% (n = 360,000);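 active = inhibition of 50% or more, scaled per plate between neutral and stimulator controls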;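 also: 0% = DMSO wells given calcium and 100% = 1 mM EGTA wells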
# hIAP block: human IAP inhibition. P09923. purified IAP, CDP-Star luminescence, 30 min. inhibition, % at 10 µM. actives 0.12% (n = 330,000). AID 2544;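 active = inhibition reaching a set limit with compound at 10 µM in the primary screen, cut at about 35% in these data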;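 also: plate controls were DMSO wells with enzyme for no effect and no-enzyme buffer wells for full effect; values of inactives mirror those of a sister screen read the other way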
# A3G deaminase: APOBEC3G (human) deaminase inhibition | Q9HC16 | recombinant A3G, ssDNA deamination FAM/TAMRA fluorescence | inhibition, % at 20 µM | actives 0.28% (n = 330,000) | AID 493012;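 active = inhibition of at least 40% at 20 µM, with no more than 30% in the related APOBEC3A deaminase screen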;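 also: plate controls were DMSO wells with A3G for no effect and wells lacking A3G enzyme for full effect; some compounds called inactive have numbers as strong as hits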
# Target sequence (Q9HC16 whole entry, looked up): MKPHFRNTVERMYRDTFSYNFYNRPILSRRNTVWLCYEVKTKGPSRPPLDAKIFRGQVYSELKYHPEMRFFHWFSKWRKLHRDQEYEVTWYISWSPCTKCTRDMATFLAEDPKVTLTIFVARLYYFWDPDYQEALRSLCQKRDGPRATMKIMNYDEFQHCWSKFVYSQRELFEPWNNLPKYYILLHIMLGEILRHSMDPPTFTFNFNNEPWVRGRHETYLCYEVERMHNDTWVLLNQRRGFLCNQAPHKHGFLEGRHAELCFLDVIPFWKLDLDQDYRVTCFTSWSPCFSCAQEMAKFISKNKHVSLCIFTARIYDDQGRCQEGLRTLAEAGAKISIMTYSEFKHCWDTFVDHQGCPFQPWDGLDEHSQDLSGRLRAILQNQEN
# A3A deaminase: blocks human APOBEC3A ssDNA deamination | P31941 | recombinant A3A, FAM/TAMRA ssDNA deamination fluorescence | inhibition, % at 20 µM | actives 0.41% (n = 330,000);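 active = at least 40% inhibition at 20 µM here, with at most 30% in a related deaminase screen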;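 also: plate controls were A3A with DMSO for no effect and wells lacking A3A enzyme for full effect; some results filed as inactive read as strong as hits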
# Target sequence (P31941 whole entry, looked up): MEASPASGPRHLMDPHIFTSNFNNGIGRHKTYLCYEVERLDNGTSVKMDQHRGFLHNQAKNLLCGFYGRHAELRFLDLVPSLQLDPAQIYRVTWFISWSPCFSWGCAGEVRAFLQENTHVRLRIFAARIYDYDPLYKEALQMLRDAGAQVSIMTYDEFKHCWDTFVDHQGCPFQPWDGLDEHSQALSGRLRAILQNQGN
# NR3A LBD binder: modulators (binders) of human NR3A ligand-binding domain; NR3A LBD differential scanning fluorimetry, Tm shift; 0% = protein alone, 100% = glycine-bound protein; Tm shift relative to glycine control, % at 25 µM; actives 2.5% (n = 340,000);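 active = melting temperature shift of at least 10% of the positive control shift, at one fixed dose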
# mIAP inh: blocks mouse intestinal alkaline phosphatase; actives 0.2% (n = 330,000); inhibition, % at 10 µM; purified mouse IAP, CDP-Star luminescence, 30 min; AID 2806;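 active = inhibition of at least 40% at 10 µM in the primary screen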;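 also: plate controls were DMSO with enzyme for no effect and no enzyme wells for full effect; values of inactives mirror those of a sister screen read the other way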
# MIN6 prolif: inducers of beta-cell replication in MIN6 cells. MIN6 cells proliferation, ATPlite luminescence, 48 h; cells starved in 0.2% serum; 100% = growth in 10% serum. proliferation, % at 10 µM. actives 0.29% (n = 330,000). AID 2380;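 active = compounds whose signal lies at least 3.5 SD above the mean of all wells on their plate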;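 also: 0% = DMSO-treated cells in low-serum medium and 100% = 10% serum control; some compounds called inactive have numbers as strong as hits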
# hIAP activ: increases human intestinal alkaline phosphatase activity; P09923; purified human IAP, CDP-Star luminescence, 30 min; active compounds read high; 1 = vehicle-only enzyme, 0 = enzyme-free background; activation factor at 10 µM; actives 0.16% (n = 330,000);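 active = activation factor of the enzyme at least 2-fold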; also: the source names both 10 and 20 µM as test concentration; values of inactives mirror those of a sister screen read the other way
# mIAP act: increases mouse intestinal alkaline phosphatase activity; activation factor at 10 µM; actives 0.24% (n = 330,000); muIAP, CDP-Star luminescence, 30 min; active compounds read high; 1 = vehicle-only enzyme signal, 0 = enzyme-free wells;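 active = activation factor of at least 2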; also: the source names both 10 and 20 µM as test concentration; values of inactives mirror those of a sister screen read the other way
#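 also added = chemiluminescent substrate CDP-Star | test system = mouse IAP enzyme | signal = chemiluminescence readout | compound = DMSO-dissolved test compounds | incubation = 30 min at room temperature | benchmarks = DMSO wells, no-enzyme wells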
# An asterisk follows results filed as active. Rows are unselected; any-hit rate near 5%.
entry	Structure	mIAP inh	A3A deaminase	hIAP block	NR3A LBD binder	mIAP act	MPTP block	hIAP activ	A3G deaminase	MIN6 prolif
1	Cc1c(Cl)c(=O)n2c(=O)c(Cl)c(C)n12	3.4	-3.0	4.4	0.4	0.966	-0.4	0.956	-3.9	5.3
2	Cc1ccc2nc(N/N=C/c3ccccc3F)nc(-c3ccccc3)c2c1	10.9	1.3	1.0	12.6*	0.891	18.4	0.99	2.9	0.0
3	N#C/C(=C\Nc1ccc(Cl)cn1)S(=O)(=O)c1ccccc1	5.3	1.6	2.2	-7.1	0.947	5.8	0.978	15.0	-2.2
4	COc1cccc(C(=O)CC(=O)C(=O)Nc2cccc([N+](=O)[O-])c2C)c1	1.1	-2.0	5.8	-2.0	0.989	-21.0	0.942	-3.5	-5.6
5	COc1ccc(OC)c(NC(=O)CSc2ccc(-c3ccco3)nn2)c1	13.6	1.5	-5.0	0.9	0.864	2.1	1.05	1.8	0.8
6	O=C(COC(=O)Cn1cnc2ccccc21)Nc1ccc2c(c1)C(=O)c1ccccc1C2=O	-0.7	4.3	2.3	4.2	1.01	2.7	0.977	-0.8	-3.2
7	CN(CC(=O)Nc1ccc(OC(F)(F)F)cc1)C(=O)/C=C/c1cc2c(cc1[N+](=O)[O-])OCO2	12.3	-0.3	2.2	3.9	0.877	0.9	0.978	-0.6	-5.0
8	Cc1ccc(-c2cc(C(F)F)n3ncc(C(=O)Nc4cn(C)nc4C)c3n2)cc1	-3.4	2.7	-13.4	3.0	1.03	2.1	1.13	5.1	-2.8
9	COc1ccc(C2C(CN3CCOCC3)C(=O)N2c2ccccc2)cc1 (stereo unspecified)	3.2	2.5	-2.9	0.8	0.968	-2.9	1.03	4.2	-2.5
10	O=C(COc1ccccc1O)Nc1ccccc1Cl	-5.2	-1.3	-8.7	1.9	1.05	-0.7	1.09	-3.2	-1.9
11	Cn1c(=O)c2c(nc3n2CC(COc2ccccc2)O3)n(C)c1=O (stereo unspecified)	-9.3	-3.3	-7.2	0.3	1.09	0.6	1.07	-1.5	1.5
12	O=C(c1cccs1)N1CCN(Cc2ccncc2)CC1	3.4	-2.2	9.4	0.9	0.966	-2.9	0.906	-2.3	-0.8
13	COc1ccccc1C(=O)Nc1ccc(N2CCN(Cc3ccccc3)CC2)cc1	2.1	-3.4	-0.3	0.6	0.979	-3.3	1	-6.1	2.2
14	CC(C)CSc1nnc2c(n1)[nH]c1ccccc12	14.8	2.0	2.6	-1.8	0.852	-1.2	0.974	0.8	-2.0
15	CC1c2[nH]c3ccccc3c2CCN1S(C)(=O)=O (stereo unspecified)	2.1	1.5	8.2	1.2	0.979	-2.9	0.918	4.1	-0.8
16	O=C1CC2(CCN(C(=O)c3cccc(Br)c3)CC2)Oc2ccccc21	-2.8	0.9	-7.8	-3.1	1.03	0.0	1.08	-4.4	1.1
17	Nc1ccc2nc(SCC(=O)Nc3ccc(N4CCOCC4)c(Cl)c3)sc2c1	-11.0	41.3*	-5.9	18.3*	1.11	58.2*	1.06	13.5	-5.0
18	COc1ccc2c(C)cc(SCC(=O)c3ccc4c(c3)OCO4)nc2c1	17.6	12.5	2.9	-6.3	0.824	-0.7	0.971	1.1	-3.6
19	O=C(Nc1c(O)c2ccccc2[nH]c1=O)c1ccco1	9.5	1.1	4.8	1.1	0.905	-0.7	0.952	-5.7	-3.7
20	CCOc1ccccc1N(CC(=O)Nc1ccc2c(c1)OCO2)S(C)(=O)=O	-0.8	3.0	11.7	1.5	1.01	-1.1	0.883	1.8	-2.6
21	O=C(Cc1cccs1)N(c1ccc(F)cc1)C1(C(=O)NC2CCCCC2)CCCC1	1.6	-3.1	-5.7	-0.3	0.984	4.0	1.06	-2.6	-2.4
22	CC1c2ccsc2CCN1S(=O)(=O)c1cccs1 (stereo unspecified)	6.0	-3.1	-17.9	0.4	0.94	2.1	1.18	-10.2	-0.1
23	CCCCc1nnc(NC(=O)CSCc2cc(=O)n3ccsc3n2)s1	-1.1	-1.9	-10.4	-0.8	1.01	-0.9	1.1	-4.4	0.7
24	Cc1ccc(CN2CCN(/N=C/c3sccc3C)CC2)c(C)c1	1.7	-4.6	5.6	9.5	0.983	-0.5	0.944	-10.1	-0.2
25	Cn1c(SCC(=O)Nc2cccc(F)c2)nc2c([nH]c3ccccc32)c1=O	-4.5	2.0	-17.8	29.5*	1.04	4.6	1.18	1.8	-2.9
26	Cc1ccc(NC2=C/C(=N/S(=O)(=O)c3cccs3)c3ccccc3C2=O)cc1	10.9	6.6	4.0	-8.2	0.891	9.6	0.96	-3.6	0.0
27	O=C(NCCc1nc2ccccc2[nH]1)/C(=C/c1ccco1)NC(=O)c1ccccc1Br	4.1	0.9	-1.5	-3.2	0.959	-1.4	1.01	-6.7	-0.9
28	Cc1ccccc1CN(C)CC(=O)Nc1c(C)cccc1C(C)C	-5.3	2.4	-0.6	-1.1	1.05	0.2	1.01	7.2	-0.5
29	O=C(Nc1nnc(S(=O)(=O)N2CCCC2)s1)c1cccc([N+](=O)[O-])c1	12.0	-3.4	27.6	1.4	0.88	6.4	0.724	-4.1	-2.9
30	CCCCNS(=O)(=O)c1ccc2nc(-c3cccnc3)cc(C(=O)NCC(OC)OC)c2c1	-0.8	-2.3	-2.7	3.5	1.01	-0.2	1.03	-5.2	-1.9
31	S=C(Nc1ccc(Cl)cc1)Nc1cccc2cnccc12	1.1	-2.1	9.2	6.5	0.989	102.3*	0.908	-9.1	0.0
32	CCOC(=O)c1oc2nc(C(C)C)c3c(c2c1N)CCC3	4.4	2.5	-6.1	1.6	0.956	0.3	1.06	-1.1	-1.2

# An excerpt of these results, field by field:
21. O=C(Cc1cccs1)N(c1ccc(F)cc1)C1(C(=O)NC2CCCCC2)CCCC1
  mIAP inh = 1.6
  A3A deaminase = -3.1
  hIAP block = -5.7
  NR3A LBD binder = -0.3
  mIAP act = 0.984
  MPTP block = 4.0
  hIAP activ = 1.06
  A3G deaminase = -2.6
  MIN6 prolif = -2.4
22. CC1c2ccsc2CCN1S(=O)(=O)c1cccs1 (stereo unspecified)
  mIAP inh = 6.0
  A3A deaminase = -3.1
  hIAP block = -17.9
  NR3A LBD binder = 0.4
  mIAP act = 0.94
  MPTP block = 2.1
  hIAP activ = 1.18
  A3G deaminase = -10.2
  MIN6 prolif = -0.1

# Retrieved by compound from above (two):
entry	Structure	mIAP inh	A3A deaminase	hIAP block	NR3A LBD binder	mIAP act	MPTP block	hIAP activ	A3G deaminase	MIN6 prolif
14	CC(C)CSc1nnc2c(n1)[nH]c1ccccc12	14.8	2.0	2.6	-1.8	0.852	-1.2	0.974	0.8	-2.0
5	COc1ccc(OC)c(NC(=O)CSc2ccc(-c3ccco3)nn2)c1	13.6	1.5	-5.0	0.9	0.864	2.1	1.05	1.8	0.8

# Just MPTP block, A3G deaminase and mIAP inh, for some of the entries so far:
No. | SMILES | MPTP block | A3G deaminase | mIAP inh
5 | COc1ccc(OC)c(NC(=O)CSc2ccc(-c3ccco3)nn2)c1 | 2.1 | 1.8 | 13.6
23 | CCCCc1nnc(NC(=O)CSCc2cc(=O)n3ccsc3n2)s1 | -0.9 | -4.4 | -1.1
24 | Cc1ccc(CN2CCN(/N=C/c3sccc3C)CC2)c(C)c1 | -0.5 | -10.1 | 1.7
28 | Cc1ccccc1CN(C)CC(=O)Nc1c(C)cccc1C(C)C | 0.2 | 7.2 | -5.3
7 | CN(CC(=O)Nc1ccc(OC(F)(F)F)cc1)C(=O)/C=C/c1cc2c(cc1[N+](=O)[O-])OCO2 | 0.9 | -0.6 | 12.3

# Values by screen from above.
# Nos. 11–17 in A3A deaminase, in turn: -3.3, -2.2, -3.4, 2.0, 1.5, 0.9, 41.3*
